TSG101-PTAP inh – inhibitors of HIV-1 PTAP binding to human TSG101, validation; 44,000 tested, under 10 active; Fluorescence polarization, FITC-PTAP peptide/Tsg101, 20 min; Q99816; Potency, µM (top dose mostly 115 µM), without a hit: at the highest dose activity change, negative = inhibition, actives largely listed as inhibitors; further: potency means the concentration at half of the fitted maximal effect; 0% is about no effect
Target sequence (Q99816 whole entry, looked up): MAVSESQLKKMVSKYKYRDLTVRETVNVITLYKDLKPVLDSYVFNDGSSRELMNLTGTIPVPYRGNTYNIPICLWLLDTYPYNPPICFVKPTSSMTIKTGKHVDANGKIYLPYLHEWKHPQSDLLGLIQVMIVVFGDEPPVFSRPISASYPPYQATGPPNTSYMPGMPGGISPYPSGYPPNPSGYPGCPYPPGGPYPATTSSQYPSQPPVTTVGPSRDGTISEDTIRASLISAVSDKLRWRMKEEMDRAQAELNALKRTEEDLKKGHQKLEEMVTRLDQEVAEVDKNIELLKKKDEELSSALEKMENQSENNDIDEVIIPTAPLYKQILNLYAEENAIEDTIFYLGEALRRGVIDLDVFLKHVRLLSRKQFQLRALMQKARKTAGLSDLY
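Read-out is FITC fluorescence polarization. Compounds were added to Tsg101 binding domain (10 uM final), then FITC-PTAP peptide (50 nM final), 20 min at r.t. Total S+P intensity flags fluorescent compounds.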
FH mod – Identification of activators of human fumarate hydratase by quantitative high-throughput screening; Potency, µM (doses to about 79.9 µM), for the others: top-dose activity change, negative = inhibition, hits mostly inhibitors; Fumarate hydratase, mitochondrial (Homo sapiens), P07954; 54,000 compounds, 0.22% hits; FH coupled MDH/diaphorase resazurin fluorescence, 15 min; further: potency means the concentration at half of the fitted maximal effect; on the % scale 0 is the no-effect control and ±100 the full control effect; the screen sought activators but most active calls are inhibition curves; nearly all actives have a fitted effect of over 45% in size
Target sequence (P07954 whole entry, looked up): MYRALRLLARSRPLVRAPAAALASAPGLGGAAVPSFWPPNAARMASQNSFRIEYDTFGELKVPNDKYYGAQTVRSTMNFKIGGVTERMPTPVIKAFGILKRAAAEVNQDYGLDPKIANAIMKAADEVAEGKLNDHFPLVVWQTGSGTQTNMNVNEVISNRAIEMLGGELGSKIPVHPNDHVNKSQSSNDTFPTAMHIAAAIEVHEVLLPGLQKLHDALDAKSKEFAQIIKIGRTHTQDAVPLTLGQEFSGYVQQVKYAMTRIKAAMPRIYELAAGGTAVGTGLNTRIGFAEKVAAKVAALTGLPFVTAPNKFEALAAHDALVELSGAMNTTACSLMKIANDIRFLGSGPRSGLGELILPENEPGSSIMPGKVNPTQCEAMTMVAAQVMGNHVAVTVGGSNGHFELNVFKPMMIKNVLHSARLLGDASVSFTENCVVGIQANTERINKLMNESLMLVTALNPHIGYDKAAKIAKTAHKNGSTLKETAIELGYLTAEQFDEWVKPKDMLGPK
NTMT1 inhibitor – blocks human N-terminal methyltransferase 1 activity; NTMT1 MTase-Glo SAH luminescence, purified enzyme; Potency, µM (highest dose often 114 µM), inactives show at the highest dose activity change, negative = inhibition, hits mostly inhibitors; 59,000 compounds, 2.5% hits; Q9BV86;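 further: potency means the concentration at half of the fitted maximal effect; plate controls were DMSO vehicle for no effect and no enzyme for full effect; nearly all actives have a fitted effect of over 65% in size; many of its hits are not listed in these tables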
Target sequence (Q9BV86 whole entry, looked up): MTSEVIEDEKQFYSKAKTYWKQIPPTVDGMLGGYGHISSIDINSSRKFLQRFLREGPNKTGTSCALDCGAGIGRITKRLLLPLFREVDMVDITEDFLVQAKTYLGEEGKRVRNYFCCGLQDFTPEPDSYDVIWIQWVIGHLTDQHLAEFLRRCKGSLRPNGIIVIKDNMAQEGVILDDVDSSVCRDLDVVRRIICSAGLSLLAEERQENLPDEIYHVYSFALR
p53null 39C kill – kills p53 null cells at the nonpermissive temperature | H1299 p53-null (neo) cells, 39C, ATPlite viability, 24 h | Potency, µM (top dose mostly 46.1 µM), for the others: at the highest dose activity, negative = cell killing, actives largely listed as cytotoxic | 55,000 compounds, 0.97% hits | AID 904;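 further: potency means the concentration at half of the fitted maximal effect; 0% = DMSO only and -100% = full killing by 100 µM tamoxifen; nearly all actives have a fitted effect of over 50% in size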
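Following overnight plating at 37C (600 cells/well), H1299-neo or H1299-p53A138V cells are dosed up to 46 uM. Incubation lasts 24 hr at 39C before ATP detection.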
GALK inhibitor – inhibits human galactokinase; 44,000 tested, under 10 active; AID 1347072; recombinant GALK, Kinase-Glo ATP luminescence, 1 h; Potency, µM (series often up to 57.5 µM), without a hit: at the highest dose activity, negative = inhibition, actives largely listed as inhibitors;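 further: plate controls were full GALK reaction for no effect and reaction lacking GALK for full effect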
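Reactions with and without enzyme served as controls. GALK at 5 nM phosphorylates 100 uM galactose using 35 uM ATP (HEPES pH 8.0, Mg2+) for 1 h at RT, with luminescence read 10 min after adding Kinase-Glo Plus.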
p53null 32C tox – selectivity test: cytotoxicity in p53 null cells, permissive temperature; H1299-neo p53 null cells, ATP luminescence, 24 h, 32C; Potency, µM (series often up to 46.1 µM), without a hit: at the top dose activity change, negative = cytotoxicity, actives largely listed as cytotoxic; 55,000 compounds, 0.62% hits; AID 903;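 further: potency means the concentration at half of the fitted maximal effect; 0% = DMSO only and -100% = full killing by 100 µM tamoxifen; nearly all actives have a fitted effect of over 55% in size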
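Cytotoxicity: H1299-neo (no p53), 32C, 24 h treatment. Concentrations up to 46 uM. Readout cellular ATP, luminescence. Normalization to DMSO basal and tamoxifen 100 uM maximal kill.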
B2AR arrestin ag – beta-arrestin recruitment by human beta2-adrenergic receptor ligands. AID 1347077. Potency, µM (titrated, usually from 46.1 µM), inactives show top-dose activation, hits mostly activators. HTLA Tango cells, beta-arrestin recruitment, luciferase luminescence, 18 h. P07550. 44,000 tested, under 10 active;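 further: potency means the concentration at half of the fitted maximal effect; 0% = DMSO and full agonism = EC100 isoproterenol or metaproterenol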
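Tango cell line, 1% FBS DMEM; cpd titration up to 46 microM; 18 hr, 37 degrees C, 5% CO2. Luciferin/ATP substrate mix added, 15 min RT, luminescence. %Activity, CRC fitting, curve-class categorization.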
Active calls of the source: *; ? = inconclusive; nt = not tested or not shown; [ ] = remark or other dose. The call rests on the fitted dose curve; in most records, active means well fitted curve in the direction sought with a large enough effect; inconclusive means small, poorly fitted or top-dose-only effect, or another doubt; inactive means no such curve, though single readings can be large; an effect the other way counts as inactive or inconclusive. Not all compounds are listed; rates above refer to the full screens.

Results follow in this order: TSG101-PTAP inh | FH mod | NTMT1 inhibitor | p53null 39C kill | GALK inhibitor | p53null 32C tox | B2AR arrestin ag
COC(=O)c1cc2sc(Cl)cc2n1Cc1cc(C)ccc1C
    -1% | -13% | 0% | -2% | -2% | 4% | 1%
CC1Cc2cc(S(=O)(=O)NCc3ccc(Cl)cc3)ccc2N1C(=O)C1CCC1 (stereo unspecified)
    0% | nt | nt | 2% | -10% | 4% | -1%
Cc1ccc(NC(=O)c2cc(S(=O)(=O)N3CCCCCC3)ccc2F)cc1F
    1% | -33% | 3% | 8% | 1% | -11% | 1%
N#Cc1c[nH]n2c(NC3CCCCC3)c(-c3cccc(Cl)c3)nc12
    1% | 4% | 5% | -13% | 0% | -5% | -3%
Cc1ccc2nc(-c3ccc(C)o3)c(Nc3ccc4c(c3)OCCO4)n2c1
    -2% | -14% | ? | ? | 1% | 0% | 9%
O=C(Cn1ncc2c3ccccc3n(Cc3ccccc3)c2c1=O)NCc1ccccc1
    0% | -4% | 9% | 8% | -1% | 2% | -3%
Cc1ccc(-n2ncc3c(N4CCN(Cc5ccccc5)CC4)ncnc32)cc1Cl
    1% | -14% | 3% | 5% | 2% | -6% | -1%
COc1ccc(-c2nc(CSCC(=O)N3CCN(c4cc(Cl)ccc4C)CC3)c(C)o2)cc1
    -14% | ? | 3% | 16% | -16% | 0% | 0%
Cc1ccc(NC(=O)C2CCN(S(=O)(=O)c3c(C)noc3/C=C/c3ccco3)CC2)cc1C
    1% | -9% | -1% | 9% | -1% | 21% | 1%
CCOCCCn1c(SCC(=O)Nc2ccccc2OC)nc2c(oc3ccccc32)c1=O
    -4% | -18% | -2% | 5% | 6% | 6% | 0%
O=C(Cc1ccccc1)N(Cc1cccnc1)c1nc2c(Cl)cccc2s1
    -1% | -13% | -19% | 17% | 1% | 8% | -2%
O=C(c1ccc2c(c1)N(Cc1ccccc1F)C(=O)c1ccccc1S2(=O)=O)N1CCN(c2ccccc2F)CC1
    -10% | -5% | 7% | 9% | 7% | -1% | 1%
COC(=O)CNC(=O)Nc1cc(C(=O)NCc2ccc(C)cc2)ccc1N1CCCC1
    -6% | -2% | 3% | -13% | -2% | -1% | -1%
COc1cccc(-n2ccn(CC(=O)Nc3ccccc3F)c(=O)c2=O)c1
    0% | 1% | -11% | -16% | 2% | -7% | 0%
Cc1cc(C)cc(NC(=O)c2cc(C)nc3c2c(C)nn3-c2ccccc2)c1
    0% | -29% | 9% | 10% | 2% | 4% | 0%
CCOc1ccc(CCNC(=O)c2cccc(Nc3nc4ccccc4nc3-n3nc(C)cc3C)c2)cc1OCC
    1% | 1% | 3% | -12% | 1% | 0% | -2%
O=c1[nH]c2ccc(NCc3ccccc3F)cc2[nH]1
    -13% | ? | -11% | -12% | 2% | -9% | -1%
O=C(NCc1ccc2c(c1)OCO2)c1ccc2c(c1)N(Cc1ccccc1)C(=O)c1ccccc1S2=O (stereo unspecified)
    -2% | -18% | 1% | 5% | 2% | -4% | -1%
O=C(NCCn1cc(SCc2ccc(C(F)(F)F)cc2)c2ccccc21)c1ccccc1F
    -3% | -18% | -1% | nt | 0% | nt | -1%
COc1cc(Cl)c(C)cc1NC(=O)c1ccc2c(Cl)c3c(nc2c1)CCC3
    0% | -4% | 9% | -6% | 3% | -9% | -2%
O=C(CSc1nc(=O)n(Cc2ccncc2)c2c1CCC2)Nc1cccc(F)c1
    -1% | -7% | 11% | 30%[activator] | 2% | 4% | -2%
COc1ccc(Cn2nnc(C(=O)Nc3cc(OC)ccc3OC)c2N)cc1
    -1% | -19% | 0% | -10% | 8% | -1% | -1%
Cc1ccc(NC(=O)c2c(C)oc3ccc(O)c(CN4CCCCCC4)c23)c(C)c1
    0% | -18% | ? | 8% | 0% | 0% | ?
CCOC(=O)Cn1c(=N)n(CCOc2ccc(OC)cc2)c2ccccc21
    -9% | nt | nt | 0% | -2% | 1% | -2%
CCOCCc1nn2c(=O)cc(COC(=O)c3ccc4c(c3)OCO4)nc2s1
    -1% | -16% | -21% | -10% | 1% | -16% | 0%
Cc1c(C(=O)N(C)C)sc2c1c(=O)n(-c1ccc(Cl)c(Cl)c1)c(=O)n2CC(=O)N1CCCCC1C (stereo unspecified)
    -4% | -4% | 11% | 8% | 3% | -9% | -2%
Fc1cc(Br)ccc1Nc1c2c(nc3nc(-c4cccs4)nn13)CCCC2
    2% | ? | 14% | 12% | 1% | 7% | 0%
Cc1cc2c(cc1S(=O)(=O)Nc1cccc(Cl)c1C)n(C)c(=O)c(=O)n2C
    -8% | -13% | 0% | -21% | -3% | -13% | 3%
COCCNC(=O)c1ccc2c(c1)N(Cc1c(F)cccc1Cl)C(=O)c1ccccc1S2
    -6% | -13% | -2% | -2% | 8% | 20% | 1%
CCCN1CCN(CCCNC(=O)c2ccc(CS(=O)c3ccc(OC)cc3)o2)CC1 (stereo unspecified)
    -8% | 5% | 6% | -13% | 4% | -1% | -1%
Cc1ccc(-n2nc(C)c3c(C)c(CCC(=O)NCc4ccc(Cl)cc4)c(C)nc32)cc1
    -1% | -5% | 7% | 9% | 8% | 2% | -3%
CCOC(=O)CSc1nc2ccc(NC(=O)c3ccccc3)cc2s1
    -12% | ? | 0% | -6% | -6% | ? | -3%
CN(C)c1ccc(CNC(=O)c2cnc3sc(N4CCCCCC4)nn3c2=O)cc1
    -6% | 0% | -5% | -4% | 0% | -3% | -1%
COc1ccc(-c2cc(C(F)(F)F)n3nc(C(=O)O)c(Cl)c3n2)cc1OC
    -1% | 4% | -1% | 20% | 0% | 2% | 1%
CCCOc1cccc(C(=O)Nc2cccc(NC(=O)c3ccc(C(C)(C)C)cc3)c2)c1
    1% | -4% | 8% | -22% | -1% | -20% | 0%
COc1ccc(-n2nc(C(=O)N3CCN(c4ccccc4OC)CC3)c3c4ccccc4n(C)c3c2=O)cc1Cl
    6% | -15% | ? | -20% | 9% | 2% | 0%
COc1ccc(-c2nc3cc(C(C)C)ccc3o2)cc1NC(=O)c1ccccc1[N+](=O)[O-]
    2% | -12% | 8% | -33% | -2% | -21% | 0%
CCOc1ccc(CCNC(=O)c2oc(=O)c3ccccc3c2-c2ccc(C)cc2)cc1OCC
    -4% | -23% | 8% | -12% | 0% | 21% | 2%
CCN(CC)C(=O)C1CCCN(c2ncnc3onc(C)c23)C1 (stereo unspecified)
    -6% | -7% | -6% | 8% | -3% | -8% | -1%
O=C(CSc1nccn1Cc1ccc(F)cc1)Nc1nc2ccccc2s1
    -5% | -19% | 3% | ? | 0% | 8% | 0%
CC(CNC(=O)Cn1ccc2cc(S(=O)(=O)N3CCCCCC3)ccc21)c1ccccc1 (stereo unspecified)
    -5% | -19% | 1% | 3% | 0% | 19% | 0%
Cc1ccc(-n2ncc(C(=O)NCCN3CCc4ccccc4C3)c2C2CCN(C(=O)OC(C)(C)C)CC2)cc1C
    -1% | -22% | 16% | -5% | -1% | 4% | 0%
CCOC(=O)c1cc(OC(=O)c2ccccc2F)n(-c2ccccc2)n1
    0% | -6% | -11% | ? | 7% | -8% | 1%
Cc1ccccc1C(=O)Nc1nc(-c2ccc(Br)cc2)ns1
    1% | -6% | 8% | ? | 6% | 8% | -5%
CC1=C(C(=O)Nc2ccc(Cl)cc2)C(c2cccs2)n2nc(SCc3cccc(C)c3)nc2N1 (stereo unspecified)
    -1% | -11% | 1% | -11% | 4% | 1% | 1%
CCOC(=O)c1c(C)[nH]c(C)c1S(=O)(=O)N1CCC(C(=O)Nc2ccc(OC)c(OC)c2)CC1
    -2% | -8% | 7% | 13% | -7% | -17% | -1%
O=C(c1ccc(CSc2nc3ccncc3n2Cc2ccc(F)cc2)cc1)N1CCCCCC1
    0% | 1% | -1% | -12% | -13% | 3% | -2%
Cc1nn(C)c2c1c(C(F)(F)F)cc(=O)n2CC(=O)NCCC(C)C
    -10% | -11% | -12% | -16% | -1% | 0% | -1%
Cc1cccc(NC(=O)Cn2nnc(C(=O)Nc3ccc(F)c(Cl)c3)c2N)c1
    1% | 2% | -6% | -4% | 1% | -2% | 0%
CCOCCc1nn2c(=O)cc(COC(=O)c3ccccc3NC(=O)c3ccc(C)cc3)nc2s1
    1% | -1% | -4% | ? | 0% | -15% | 1%

Given as a markdown table: two of the compounds above
| SMILES | TSG101-PTAP inh | FH mod | NTMT1 inhibitor | p53null 39C kill | GALK inhibitor | p53null 32C tox | B2AR arrestin ag |
| --- | --- | --- | --- | --- | --- | --- | --- |
| CC(CNC(=O)Cn1ccc2cc(S(=O)(=O)N3CCCCCC3)ccc21)c1ccccc1 (stereo unspecified) | -5% | -19% | 1% | 3% | 0% | 19% | 0% |
| Cc1ccc(-n2ncc(C(=O)NCCN3CCc4ccccc4C3)c2C2CCN(C(=O)OC(C)(C)C)CC2)cc1C | -1% | -22% | 16% | -5% | -1% | 4% | 0% |

Next structures
Results follow in this order: TSG101-PTAP inh | FH mod | NTMT1 inhibitor | p53null 39C kill | GALK inhibitor | p53null 32C tox | B2AR arrestin ag
CCc1ccc(C(=O)c2cnc3ccc(C)cc3c2S(=O)(=O)c2ccc(OC)cc2)cc1
    1% | -15% | 8% | 34%[activator] | 1% | 9% | 0%
CCn1cc(S(=O)(=O)c2cccc(Cl)c2)c(=O)c2cc(F)c(N3CCC(C)CC3)cc21
    -1% | -10% | 3% | -9% | 1% | -6% | 2%
Cc1cc(Br)ccc1NC(=O)CCS(=O)(=O)c1cccc2nonc12
    0% | 1% | 9% | -10% | 0% | -3% | 1%
Cc1ccc(Cn2cc(S(=O)(=O)c3ccc(C)cc3)c(=O)c3cc(F)c(N4CCCC4)cc32)cc1
    -3% | ? | 0% | -18% | 2% | -5% | 2%
CCc1ccc(NC(=O)CC2C(=O)N(c3ccc(Cl)cc3)C(=O)N2Cc2cccs2)cc1 (stereo unspecified)
    -1% | nt | nt | -17% | 3% | -4% | 0%
CCCN1CCN(c2cc3c(cc2F)c(=O)c(S(=O)(=O)c2ccc(Cl)cc2)cn3C)CC1
    4% | -7% | -17% | -14% | 2% | 9% | 0%
Cc1c(C(=O)OC2CCCCC2)[nH]c2c1C(=O)CC(c1ccc(C(C)(C)C)cc1)C2 (stereo unspecified)
    1% | -2% | 15% | 21% | 2% | -4% | -2%
CCOC(=O)Cn1c(=O)oc2cc(S(=O)(=O)N3CCN(c4ccccc4F)CC3)ccc21
    -5% | 0% | 0% | -13% | -2% | 2% | 1%
CCCCOc1cccc(C(=O)N(Cc2ccc(Cl)cc2)C2CCS(=O)(=O)C2)c1 (stereo unspecified)
    -6% | -15% | ? | -14% | 3% | 19% | 0%
CCOc1ccc(NC(=O)CN2C(=O)C(c3ccccc3)=NC23CCCCCC3)cc1
    1% | -30% | 6% | 18% | 3% | 10% | -3%
Cc1cccc(NC(=O)CSc2nc3ccc(NC(=O)COc4ccccc4F)cc3s2)c1
    2% | -10% | 16% | ? | 3% | ? | -3%
COC(=O)c1c(SC)nc2ccccc2c1OCc1ccc(C)cc1
    -1% | -20% | 7% | -11% | 1% | 2% | 1%

Assay outcomes: PubChem, National Center for Advancing Translational Sciences (NCATS)
